Compound activity from PubChem BioAssay.
Neddyl block = cullin neddylation inhibition; 360,000 compounds, 0.58% hits; AID 651699; TR-FRET cullin neddylation, biochemical; P61081+Q13564; calls only at 25 µM; in the data active = inhibition above about 36%
Rin1-Abl PPI inh = human Rin1-Abl interaction inhibition. P00519+Q13671. TR-FRET Rin1/Abl binding, biochemical. inhibition, % at 7.35 µM. 360,000 compounds, 0.4% hits. AID 588664; in the data active = inhibition above about 5%, passing the limit was not always enough
MLLE-PAM2 inh = inhibitors of microRNA-mediated deadenylation, human PABP1 MLLE binding; P11940; GST-MLLE / FITC-PAM2 fluorescence polarization; inhibition, % at 20 µM; 360,000 compounds, 0.36% hits; AID 588489; in the data active = inhibition above about 35%, passing the limit was not always enough;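 note: plate controls were DMSO wells with GST-MLLE for no effect and wells lacking GST-MLLE protein for full effect; some results filed as inactive read as strong as hits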
Target sequence (P11940 whole entry, looked up): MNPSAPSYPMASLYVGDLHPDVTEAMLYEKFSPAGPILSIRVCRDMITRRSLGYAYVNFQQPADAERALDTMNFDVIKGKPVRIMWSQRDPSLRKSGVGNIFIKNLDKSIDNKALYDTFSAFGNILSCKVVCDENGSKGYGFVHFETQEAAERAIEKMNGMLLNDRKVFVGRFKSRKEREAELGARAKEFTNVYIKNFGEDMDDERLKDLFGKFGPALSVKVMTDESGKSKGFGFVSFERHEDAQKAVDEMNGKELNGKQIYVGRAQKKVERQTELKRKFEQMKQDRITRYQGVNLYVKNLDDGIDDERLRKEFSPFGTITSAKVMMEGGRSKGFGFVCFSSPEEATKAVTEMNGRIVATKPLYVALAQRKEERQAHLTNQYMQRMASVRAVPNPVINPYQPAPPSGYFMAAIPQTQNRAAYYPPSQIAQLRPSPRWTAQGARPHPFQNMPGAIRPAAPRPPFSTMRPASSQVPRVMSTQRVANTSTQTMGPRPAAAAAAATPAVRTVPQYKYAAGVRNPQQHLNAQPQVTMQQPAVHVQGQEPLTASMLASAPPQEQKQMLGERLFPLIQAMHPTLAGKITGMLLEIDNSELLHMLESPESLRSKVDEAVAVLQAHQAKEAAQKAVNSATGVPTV
eLon inh = inhibitors of E. coli Lon protease; purified E. coli Lon protease, fluorescence polarization; P0A9M0; 360,000 compounds, 0.42% hits; inhibition, % at 7.94 µM; in the data active = inhibition above about 13%, passing the limit was not always enough;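 note: 0% = enzyme with probe and DMSO and 100% = no enzyme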
CSN deneddyl inh = inhibitors of human CSN-mediated cullin deneddylation | Q92905 | Purified CSN, SCF-Nedd8-OG deneddylation, fluorescence polarization | inhibition, % at 12.5 µM | 360,000 compounds, 0.38% hits;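 active = pattern-corrected inhibition above about 35%, with an unprinted fluorescence ratio check between 0.5 and 1.5, limit read from the data, passing the limit was not always enough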;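 note: 0% = enzyme with substrate and 100% = substrate without enzyme; some results filed as inactive read as strong as hits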
Target sequence (Q92905 whole entry, looked up, one chain of several): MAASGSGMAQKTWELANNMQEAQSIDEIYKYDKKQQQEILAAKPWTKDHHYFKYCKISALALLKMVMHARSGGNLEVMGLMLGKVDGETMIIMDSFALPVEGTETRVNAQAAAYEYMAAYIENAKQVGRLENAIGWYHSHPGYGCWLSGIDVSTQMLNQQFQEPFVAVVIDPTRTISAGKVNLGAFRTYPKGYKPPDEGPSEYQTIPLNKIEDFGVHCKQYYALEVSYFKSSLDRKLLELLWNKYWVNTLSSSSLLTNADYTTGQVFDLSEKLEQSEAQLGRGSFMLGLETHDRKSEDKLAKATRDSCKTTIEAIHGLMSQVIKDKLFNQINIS
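Assay system: purified human Csn5 enzyme expressed in HEK293T cells; measure: % inhibition; also added: SCFSkp2-Nedd8OG substrate at 10 nM final; technique: fluorescence polarization; times: reaction 90 min, room temperature; medium: Tris buffer pH 7.5, NaCl, DTT, Tween-20, trehalose, ovalbumin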
MsrA act = activators of bovine methionine sulfoxide reductase A. purified bovine MsrA, absorbance read-out. activation, % at 10.6 µM. 360,000 compounds, 0.3% hits. AID 602163; in the data active = activation above about 7.5%;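 note: 0% = vehicle and 100% = reference activator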
FAS-TE inh = inhibitors of human fatty acid synthase thioesterase domain; P49327; recombinant FAS-TE, OMFH fluorogenic substrate, fluorescence endpoint; inhibition, % at 15 µM; 360,000 compounds, 0.67% hits; AID 602261;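 active = compounds whose normalised, plate-corrected inhibition of enzyme fluorescence in the single-dose primary screen is 50% or more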;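 note: 0% = DMSO with enzyme and 100% = substrate without enzyme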
TbMetRS inhib = Trypanosoma brucei MetRS inhibition; purified T. brucei MetRS, ATP depletion, Kinase-Glo luminescence; inhibition, % at 11.9 µM; 360,000 compounds, 0.4% hits;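 active = inhibition above a per-plate cutoff of the control wells' mean inhibition plus 3 SD, cut at about 5.5% in these data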;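 note: 0% = DMSO wells median and 100% = median of wells with control inhibitor compound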
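Measured by: Kinase-Glo luciferase luminescence reporting remaining unconsumed ATP. Material: purified T. brucei MetRS enzyme. Doses: 11.9 µM compound single dose, 0.9% DMSO. Medium: HEPES buffer containing pyrophosphatase, BSA, spermine, DTT. Times: 15 min preincubation, 2 h reaction, all 25 °C. Reagent: methionine, ATP and bulk E. coli tRNA.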
MsrA inhibitor = bovine MsrA inhibition. 360,000 compounds, 0.75% hits. purified bovine MsrA, absorbance read-out. inhibition, % at 15.5 µM; in the data active = inhibition above about 4.5%;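 note: 0% = vehicle wells with enzyme and 100% = reference inhibitor wells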
An asterisk follows results filed as active; i = inactive; nt = no result given. Outcome played no part in choosing rows; about 4% have a hit in one of these screens.

SMILES	Neddyl block	Rin1-Abl PPI inh	MLLE-PAM2 inh	eLon inh	CSN deneddyl inh	MsrA act	FAS-TE inh	TbMetRS inhib	MsrA inhibitor
S=C(Nc1ccc(Br)cc1)NC1CCCCC1	i	2	-30	9	0	-1	20	0.5	-0.2
COc1ccc(C=NNc2nc3ccccc3s2)cc1	i	-2	-1	11	-4	-2	4	-0.3	0.9
Cc1ccc(CN2CCS(=O)(=O)CC2)o1	i	-1	-1	5	1	-2	-4	-0.1	0.4
C=CCn1nnnc1-c1cccc(Cl)c1	i	-1	4	-5	0	-3	-4	0.3	0.0
NC(=O)C1CC(=O)N(Cc2ccc3c(c2)OCO3)C(=Nc2ccccc2)S1 (centres undefined)	i	-1	-16	-2	1	-1	1	-0.4	2.2
Cc1cc(C)c2cc(C(=O)Nc3ccccc3)[nH]c2c1	i	-1	0	3	0	0	9	-0.4	0.8
C[C@@H]1COC(=O)[C@H](CC(=O)OC(C)(C)C)C/C=C\C[C@H](CC(=O)NCCO)C(=O)N1	i	2	16	7	1	0	-1	-0.1	0.6
COc1ccc(C(=O)NCC2CCCO2)cc1OC (centres undefined)	i	2	5	5	-1	-1	-2	-0.2	1.4
Nc1c(N(Cc2ccco2)C(=O)COc2ccccc2Cl)c(=O)[nH]c(=O)n1Cc1ccccc1	i	1	-2	-2	-3	-4	-1	-0.4	0.2
CSc1ccccc1NC(=O)CN(C)C(C)C(=O)NC(=O)NC1CCCCC1 (centres undefined)	i	0	4	4	-3	-5	1	-0.3	-0.1
CC12CCC(C(N)=O)(c3nc4ccccc4nc31)C2(C)C (centres undefined)	i	3	-4	1	0	-3	-4	-0.3	3.1
COc1ccccc1C(C#N)c1cccc(Cl)n1 (centres undefined)	i	0	-8	-13	-4	-1	0	-0.9	0.0
Cc1cc(OCC(=O)N2CCN(c3ccccn3)CC2)c(C)cc1Br	i	-3	10	8	-3	-5	17	-0.7	1.3
CCOC(=O)C1(C)C=C(Nc2ccc(C)cc2)C(=O)N1c1ccc(C)cc1 (centres undefined)	nt	3	-22	-2	-25	-2	-7	-0.2	-0.6
COc1ccc(-c2nc(SC(CC(=O)NCc3ccccc3)c3ccc(OC)c(OC)c3)n[nH]2)cc1 (centres undefined)	i	-1	-18	5	0	-3	1	-0.9	-0.5
Nc1nonc1-n1nncc1-c1ccccc1	i	-1	9	7	2	-3	-2	-0.8	0.9
C[C@H](NC(=O)Cc1cccc2ccccc12)C(=O)N1CCOCC1	i	0	-5	-2	6	-1	-9	-0.3	-0.8
CC1CCCN(C(=O)CCNS(=O)(=O)c2ccc3c(c2)oc(=O)n3C)C1 (centres undefined)	i	2	3	-4	7	-4	-6	0.2	-1.1
Cc1ccc(N(CC(=O)NC2CCCCC2)C(=O)c2ccc(C)s2)cc1	i	-1	-7	1	6	-3	26	-0.2	0.7
CCOc1ccc(C(=O)Nc2ccc(-c3cc4ccccc4oc3=O)c(C)c2)cc1[N+](=O)[O-]	i	-2	-3	-1	14	-6	5	-0.5	-0.2
CC1CCN(C(=S)Nc2ccc3nc4n(c(=O)c3c2)CCCCC4)CC1	i	-2	-66	-4	-2	-2	-10	0.4	0.0
Cc1c(-c2ccccc2)[n+](=O)c(-c2ccc(Br)cc2)c(C)n1[O-]	i	-1	-1	2	106	6	-13	-0.2	-0.1
CSc1ccccc1C(=O)Nc1c(C)cccc1C	i	-2	-5	3	-6	0	1	0.2	-0.9
Cc1nc(C)c(-c2nnc(-c3ccc(C(C)(C)C)cc3)o2)cc1C(=O)NN	i	3	11	-16	5	7	-11	-0.5	1.5
O/N=C(\c1ccc(Cl)cc1)c1ncc(C(F)(F)F)cc1Cl	i	-4	-7	2	4	5	-8	-0.6	-1.1

Ordered by molar mass (highest first): 5 of the compounds above
SMILES	Neddyl block	Rin1-Abl PPI inh	MLLE-PAM2 inh	eLon inh	CSN deneddyl inh	MsrA act	FAS-TE inh	TbMetRS inhib	MsrA inhibitor
CC1CCN(C(=S)Nc2ccc3nc4n(c(=O)c3c2)CCCCC4)CC1	i	-2	-66	-4	-2	-2	-10	0.4	0.0
Cc1nc(C)c(-c2nnc(-c3ccc(C(C)(C)C)cc3)o2)cc1C(=O)NN	i	3	11	-16	5	7	-11	-0.5	1.5
CC12CCC(C(N)=O)(c3nc4ccccc4nc31)C2(C)C (centres undefined)	i	3	-4	1	0	-3	-4	-0.3	3.1
COc1ccc(C(=O)NCC2CCCO2)cc1OC (centres undefined)	i	2	5	5	-1	-1	-2	-0.2	1.4
Nc1nonc1-n1nncc1-c1ccccc1	i	-1	9	7	2	-3	-2	-0.8	0.9

Next section.
SMILES	Neddyl block	Rin1-Abl PPI inh	MLLE-PAM2 inh	eLon inh	CSN deneddyl inh	MsrA act	FAS-TE inh	TbMetRS inhib	MsrA inhibitor
CC(Sc1nnc(C(F)(F)F)n1C)C(=O)NC(N)=O (centres undefined)	i	1	-16	-5	0	-4	-5	0.1	0.5
CCCC(=O)N1CCN(Cc2ccc3c(c2)OCO3)CC1	i	-2	-3	-3	-9	-11	-7	-1.3	-0.8
Cc1ccc(-n2nnnc2Sc2ccc(S(=O)(=O)NCCN(C)C)cc2[N+](=O)[O-])cc1	i	-2	-92	5	-18	-3	-11	-1.2	0.4
Nc1cccc(OCCCCCOc2cccc(N)c2)c1	i	-1	0	-9	-2	2	-3	0.4	0.6
NC(=O)C1C2CCC(C2)C1C(N)=O (centres undefined)	i	-1	-24	3	-6	-1	-4	-0.3	0.4
N#Cc1ccsc1NC(=O)CN1CCN(S(=O)(=O)c2ccccc2C(F)(F)F)CC1	i	3	3	-3	-3	1	22	-0.2	0.6
Cc1ccc(C2(C)NC(=O)N(CC(=O)N3CC(=O)Nc4ccccc43)C2=O)cc1 (centres undefined)	i	0	11	-1	3	-3	-8	0.3	-0.5
Cn1c(=O)c2c(nc(Oc3ccccc3N)n2C)n(C)c1=O	i	0	-10	-3	-3	-2	-4	-0.1	-0.1
CCC(CC)NC(=O)Nc1ccc(F)c(Cl)c1	i	8	1	2	-3	-12	0	-1.1	0.4
CC(=O)c1cccc(NC(=O)c2ccncc2)c1	i	-3	-5	-8	2	-4	-7	0.2	1.6
Cc1cc(-c2nnc(SCC(=O)Nc3ccccc3F)n2N)n[nH]1	i	6	2	-8	-5	-2	-3	-0.1	2.5
CS(=O)(=O)N(CC(=O)N1CCN(Cc2ccc3c(c2)OCO3)CC1)Cc1ccc(Cl)cc1	i	3	-5	10	1	-8	9	-0.5	0.6
Cn1c(SCC2CCCO2)nnc1-c1ccc([N+](=O)[O-])cc1 (centres undefined)	i	-1	-80	1	-1	-3	11	-0.1	1.3
CCCCOc1ccc(C2C(C(=O)c3cccs3)=C(O)C(=O)N2CCN2CCOCC2)cc1 (centres undefined)	i	-2	-3	-4	2	-3	2	-0.6	0.8
CCOP(=O)(OCC)C(NC(=O)Nc1c(C)cc(C)cc1C)c1ccccc1 (centres undefined)	i	-1	1	-3	8	-2	-3	0.1	-0.5
Cc1ccc(Cl)cc1-c1cc(C(=O)Nc2ccc(F)cc2)[nH]n1	i	-3	-15	-4	9	-3	15	0.2	2.0
Cc1cc(/C=N/n2cnnc2)c(C)n1-c1ccc2ncccc2c1	i	-1	-4	-2	0	-5	-4	0.0	1.3
Cc1ccc(NC(=O)c2noc3c2CCC3)cc1C	i	-1	27	9	23	-5	4	-0.3	-0.4
C(=NN=C1c2ccccc2-c2ccccc21)c1c[nH]c2ccccc12	i	2	-3	-13	0	-1	30	-0.3	1.6
COC(=O)C1=C(C)NC(=O)/C1=C\c1cc(C)n(-c2ccccc2F)c1C	i	-1	13	2	2	-5	-1	-0.5	0.7
Cc1ccccc1-n1nc(CSc2nc3ccccc3[nH]2)c(-c2ccccc2)c1N	i	0	8	-5	2	-3	6	0.5	0.8
C(=N\Nc1ccccc1)/c1ccc(N2CCOCC2)cc1	i	-3	2	3	0	-2	4	0.0	1.4
O=[N+]([O-])c1cc(C(F)(F)F)ccc1NCCc1c[nH]c2ccc(O)cc12	i	2	-4	-7	-3	-7	28	0.3	-0.1
COc1cc(NC(=O)C2CCN(S(=O)(=O)c3cccs3)CC2)c(C(=O)O)cc1OC	i	1	1	1	0	-1	-4	-0.1	0.5
Cc1cccc(Cn2c(C(C)(C)C)cc3cccnc32)c1	i	1	4	-12	1	-6	-4	-0.7	1.2
New compounds follow:
SMILES	Neddyl block	Rin1-Abl PPI inh	MLLE-PAM2 inh	eLon inh	CSN deneddyl inh	MsrA act	FAS-TE inh	TbMetRS inhib	MsrA inhibitor
Nc1nnnn1/N=C/c1cc(Br)ccc1O	i	-1	2	2	1	-4	-1	0.0	1.9
CCOc1cccc(CNCCO)c1OCc1ccc(Cl)cc1	i	2	1	-5	4	-2	2	-0.3	-1.1
NC(=O)[C@@H]1CCCN1C(=O)c1ccc2nc(Cc3cccc(Cl)c3)oc2c1	i	1	7	-4	-4	-6	-6	-0.2	0.4
CC1(C)CC2(CCO1)OC(=O)CC2C(=O)NCc1ccccc1 (centres undefined)	i	1	-5	-9	-2	1	-6	-0.7	-0.8
O=C(NCCOC(=O)c1ccc(F)cc1)c1ccc(F)cc1	i	2	6	7	3	-3	0	-0.9	0.1
O=S(=O)(c1ccc(Cl)cc1Cl)n1ccc2cccnc21	i	4	0	4	-12	-8	15	-0.2	-0.3
O=C(Nc1cnn(Cc2ccc(Cl)cc2Cl)c1)c1noc2c1CCCC2	i	0	-1	-3	4	-2	27	0.2	0.8

Part of the list above in a different format.
Structure,Neddyl block,Rin1-Abl PPI inh,MLLE-PAM2 inh,eLon inh,CSN deneddyl inh,MsrA act,FAS-TE inh,TbMetRS inhib,MsrA inhibitor
NC(=O)[C@@H]1CCCN1C(=O)c1ccc2nc(Cc3cccc(Cl)c3)oc2c1,i,1,7,-4,-4,-6,-6,-0.2,0.4
CC1(C)CC2(CCO1)OC(=O)CC2C(=O)NCc1ccccc1 (centres undefined),i,1,-5,-9,-2,1,-6,-0.7,-0.8
